Screens: PubChem, several laboratories
ABCB6 inh MLPCN: inhibitors of human ABC transporter ABCB6; Q9NP58; K562-ABCB6 porphyrin accumulation, flow cytometry, 1 h; stronger effect = lower value; fluorescence ratio to DMSO, % at 10 µM; actives 0.19% (n = 360,000);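 active = fluorescence ratio to DMSO below 75%, the collection mean minus 3 SD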;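 also: signal is porphyrin accumulated inside mitochondria; 100% equals median channel fluorescence of DMSO control wells; lower ratio means ABCB6 inhibition with less porphyrin fluorescence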
SRC2 inh: human SRC2 (NCOA2) inhibition. actives 0.17% (n = 370,000). inhibition, % at 9 µM. HEK293 GAL4-SRC2 luciferase reporter, luminescence. AID 651957. Q15596;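 active = inhibition above the mean inhibition of all tested compounds plus 3 SD, set per campaign, cut at about 52% in these data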;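 also: 0% = DMSO treated cells and 100% = cells given Gossypol at 36 µM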
NOD2 RIPK2 PPI: NOD2-RIPK2 protein interaction inhibition | O43353 | CHO BLA complementation NOD2-RIPK2, CCF4 ratio | inhibition, % at 4.98 µM | actives 0.38% (n = 360,000) | AID 624267; in the data active = inhibition above about 21%;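 also: 0% = vehicle only and 100% = reference blocker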
Target sequence (O43353 whole entry, looked up): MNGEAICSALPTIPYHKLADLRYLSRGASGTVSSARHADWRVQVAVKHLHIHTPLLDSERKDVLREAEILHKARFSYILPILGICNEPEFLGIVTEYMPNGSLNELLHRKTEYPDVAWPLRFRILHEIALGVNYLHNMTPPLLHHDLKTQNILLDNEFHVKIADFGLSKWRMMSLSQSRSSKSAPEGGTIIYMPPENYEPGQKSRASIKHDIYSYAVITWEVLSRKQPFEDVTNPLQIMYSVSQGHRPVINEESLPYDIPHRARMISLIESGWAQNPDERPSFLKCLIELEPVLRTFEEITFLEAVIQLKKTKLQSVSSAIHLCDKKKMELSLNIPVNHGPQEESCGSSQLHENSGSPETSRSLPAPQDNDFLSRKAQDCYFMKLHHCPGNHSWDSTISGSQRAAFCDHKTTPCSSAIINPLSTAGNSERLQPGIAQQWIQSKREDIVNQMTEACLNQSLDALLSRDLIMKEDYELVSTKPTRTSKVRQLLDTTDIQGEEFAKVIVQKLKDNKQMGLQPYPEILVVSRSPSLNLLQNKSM
MC4R barr agon: activates human MC4R beta-arrestin recruitment | actives 0.98% (n = 360,000) | U2OS MC4R beta-arrestin complementation, luminescence; percent of melanotan II response, DMSO zero | activation, % at 8.9 µM | AID 540308;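 active = activation above a per-plate cutoff, the mean activation of sample wells on that plate plus 3 SD, cut at about 8% in these data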
Target sequence (P32245 whole entry, looked up): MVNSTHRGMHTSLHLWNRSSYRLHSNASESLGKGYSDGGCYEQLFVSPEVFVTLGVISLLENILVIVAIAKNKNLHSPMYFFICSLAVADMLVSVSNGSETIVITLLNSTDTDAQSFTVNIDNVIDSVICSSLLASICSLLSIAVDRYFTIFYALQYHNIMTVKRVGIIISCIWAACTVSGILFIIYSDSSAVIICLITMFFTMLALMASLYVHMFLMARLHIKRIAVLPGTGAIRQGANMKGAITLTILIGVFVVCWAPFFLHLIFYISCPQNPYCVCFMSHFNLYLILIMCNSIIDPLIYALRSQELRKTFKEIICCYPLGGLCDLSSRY
Cardio protect: myocardial damage modulation in H9c2 cells | H9c2 cardiomyocytes, H2O2 injury protection, ATPLite, 2 h | protection from H2O2 cell death, % at 20 µM | actives 0.63% (n = 360,000);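 active = compounds giving at least 50% protection of heart cells from peroxide-induced death in the single-dose screen, raw or plate-pattern-corrected value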;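 also: 0% = DMSO wells with peroxide and 100% = DMSO wells without peroxide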
ABHD5-PLIN5 inh: inhibitors of human ABHD5-perilipin-5 interaction; Q00G26+Q8WTS1; Split G. princeps luciferase complementation, luminescence, 4 h; inhibition, % at 4 µM; actives 0.78% (n = 360,000); AID 602281;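 active = inhibition above the mean inhibition across every tested compound plus 3 SD, cut at about 22% in these data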;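 also: 0% = DMSO only wells and the 100% control is not disclosed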
MC4R antag cAMP: human MC4R antagonism in cAMP assay | AID 540295 | MC4R-expressing cells, MTII-stimulated cAMP, LANCE TR-FRET | inhibition, % at 6.5 µM | actives 0.48% (n = 360,000) | P32245;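 active = inhibition above its plate's cutoff, the mean of tested wells on that plate plus 3 SD, cut at about 29% in these data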;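 also: 0% = Melanotan II alone and 100% = Melanotan II plus saturating MCL0020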
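Material: human MC4R-expressing U2OS cells. Probe or stimulus: Melanotan II challenge. Dosing: 6.5 µM single dose. Times: 30-min compound, 1-h challenge, 1-h detection, room temperature. Technique: TR-FRET with Eu-cAMP and labeled anti-cAMP, 671 nm. Replication: singlicate.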
HTR2A ag: agonists of mouse serotonin 5-HT2A receptor (HTR2A); actives 0.66% (n = 360,000); activation, % at 7.6 µM; CHO-K1 mHTR2A beta-arrestin complementation, luminescence; percent of 30 µM serotonin response; P35363; AID 624169;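 active = activation above a run cutoff, the mean activation of all tested compounds plus 3 SD, cut at about 14% in these data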;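 also: 0% = plate median of compound wells and 100% = 30 µM serotonin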
TLR9-MyD88 inh: TLR9-MyD88 interaction inhibition; Q9NR96+Q99836; CHO BLA complementation TLR9-MyD88, CCF4 FRET ratio; inhibition, % at 4.98 µM; actives 0.21% (n = 340,000); AID 504734;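 active = inhibition above the mean over all tested compounds plus 3 SD, cut at about 21% in these data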;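 also: 0% = DMSO only wells and 100% = clavulanate BLA inhibitor control wells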
Glyco luc inh: N-linked glycosylation inhibition; D54 ERlucT glycosylation luciferase reporter, 24 h; percent of 100 nM tunicamycin response; reporter increase, % at 12.5 µM; actives 0.23% (n = 360,000); AID 588692;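 active = mean luciferase reporter signal, scaled so untreated is 0 and the glycosylation-blocking control 100, at or above a set limit in every replicate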;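 also: luciferase carries N-glycosylation sites so blocking glycosylation raises the light; 0% = median of neutral control wells and 100% = median of 100 nM tunicamycin wells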
The depositor's hits bear a star; / = not tested or not shown.

SMILES	ABCB6 inh MLPCN	SRC2 inh	NOD2 RIPK2 PPI	MC4R barr agon	Cardio protect	ABHD5-PLIN5 inh	MC4R antag cAMP	HTR2A ag	TLR9-MyD88 inh	Glyco luc inh
CCN(CC)c1ccc(NC(=O)CN2CCN(c3ccc(F)cc3)CC2)cc1	102	-31	2	4.6	-2	-4	4	-1	-9	-3
Cn1c(CNC(=O)CCNC(=O)c2ccccc2)cc(=O)n(C)c1=O	93	18	3	-4.2	1	2	-3	10	26*	-2
O=C(CSc1ccccc1C(=O)O)NCc1ccc(Cl)cc1	91	-11	5	-1.3	-2	3	1	0	-4	-1
Cc1ccc(OCC(=O)Nc2nc(C)c(Cl)cc2Cl)c([N+](=O)[O-])n1	96	-17	0	0.6	0	8	6	5	-13	-2
CCN(CC(=O)Nc1ccccc1OC)C(=O)c1ccc(N(C)S(=O)(=O)c2ccc(C)cc2)cc1	98	2	-8	-1.9	-2	6	0	-2	0	1
Cc1nnc(SCC(=O)Nc2nc3c(s2)CC(C)CC3)s1 (configuration not stated)	99	-8	0	2.6	-26	7	5	-1	-10	-1
c1ccc2ncccc2c1	95	/	-10	0.9	2	3	9	0	-1	4
Cc1ccc(NC(=O)c2cccc(S(=O)(=O)NCc3ccccc3)c2)nc1	103	21	-10	2.5	-2	-1	-7	0	4	0
CCOC(=O)c1c(-c2ccccc2)csc1N1C(=O)Nc2ccccc2N1O	101	5	-17	-0.8	-1	1	4	1	-1	0
CCOC(=O)C1=C[C@@H](C(C)(C)C)N(S(=O)(=O)c2ccc([N+](=O)[O-])cc2)[C@H]1c1ccccc1	87	23	1	/	-8	-3	/	-4	/	-7
Cc1cc(C)c(S(=O)(=O)N2CCN(C)CC2)c(C)c1	101	23	-15	-1.0	1	6	5	-3	4	0
CN(C(=O)CSc1cccc[n+]1[O-])C1CCCCC1	94	12	-1	0.3	-2	1	-1	11	1	4
O=C1NC(=Nc2cccc([N+](=O)[O-])c2)SC1(CO)CO	232	-11	-9	-2.6	-4	-9	-2	-5	-3	-1
CC(=O)c1cccc(NC(=S)NC(=O)CC(C)(C)C)c1	100	-32	3	-1.9	-5	-6	2	-4	2	3
CC(C)NS(=O)(=O)c1ccc(CCC(=O)N2CCCCC2)cc1	105	7	-12	-1.8	6	0	-4	-3	-1	0
CN1CCN(C(=O)c2cc(=O)c3cc(Cl)ccc3o2)CC1	101	14	4	-1.7	-2	-6	10	2	7	0
CCSc1nnc2c(Cl)cc(Cl)cn12	94	-43	1	-1.9	-6	3	7	4	0	0
COc1cccc(-n2c([S-])c(C(=O)Nc3ccc(S(=O)(=O)N4CCOCC4)cc3)[n+]3cc(C(N)=O)ccc23)c1	92	2	7	2.0	24	-6	24	2	-13	14
NC(=O)c1cc(S(=O)(=O)N2CCCC2)ccc1OCc1ccc(F)cc1	99	21	-10	-1.1	-6	6	1	-4	5	-4
COc1cccc(N2CCN(C3OC(=O)c4ccccc43)CC2)c1 (configuration not stated)	103	-8	-9	-1.6	2	-4	3	9	3	-2
O=C(CNc1ccc(Br)cc1)Nc1ccc(S(=O)(=O)N2CCCCC2)cc1	100	10	9	2.0	-13	20	7	-1	-1	-4
C=CCn1c(=O)/c(=C/c2ccc(F)cc2)s/c1=C(\C#N)c1nnc2n1CCCCC2	99	2	-15	0.9	9	7	0	6	2	-2
O=C(CNS(=O)(=O)c1ccccc1)OCC(=O)c1ccc(OC(=O)c2ccccc2)cc1	106	-1	9	2.3	-3	5	6	-4	5	1
COC(=O)c1cccnc1-n1c(=O)c2cccnc2n(Cc2cccc(OC)c2)c1=O	101	22	-11	-0.1	8	3	6	2	-9	-2
Cc1cc(C)n(C(=O)CNC(=O)c2ccccc2Br)n1	95	-9	0	-1.6	0	3	-4	-6	8	2
CCCN1CCC(NC(=O)Cc2ccc(C)cc2)CC1	101	10	1	0.7	0	-1	11	1	4	-2
CCN(CC)C(=O)c1cccc(-c2csc(C(C)(NC(C)=O)c3ccc(OC)cc3)n2)c1 (configuration not stated)	96	-2	-10	-1.9	-1	6	5	0	/	0
CCCCOc1cccc(C(=O)NNC(=S)NC2CCCCC2)c1	105	8	4	0.8	1	-13	4	-6	2	0
N#CC1=C(N)Oc2cc(O)ccc2C1c1cccs1 (configuration not stated)	103	-4	-10	1.1	-13	3	12	1	-6	0
CCCCC(CC)C(=O)Nc1ccc(Nc2ccccc2)cc1 (configuration not stated)	97	22	-3	0.2	-8	-10	-2	-5	-5	1
CN(C)/C=N/c1nc(Sc2ccc(C(F)(F)F)cc2[N+](=O)[O-])n[nH]1	97	-12	-9	-0.8	1	-1	0	2	-4	2
Fc1ccc(C2CCCN2Cc2nc(Cc3ccccc3)no2)cc1 (configuration not stated)	97	-2	6	1.8	-4	-3	18	-2	-2	-2
Cc1ccc(NC(=O)NC(=O)CSc2n[nH]c(N)n2)c(C)c1	102	-14	-4	1.9	-3	10	22	-3	-1	3
COCCN(CCOC)Cc1c(O)ccc2c1O/C(=C\c1ccco1)C2=O	102	-29	23*	-1.4	-1	16	-11	5	12	0
Cn1nnnc1SCC(=O)N1CCN(C(c2ccccc2)c2ccccc2)CC1	100	17	-1	-0.5	10	0	-3	6	1	-2
O=C(NCCc1ccccn1)c1ccc(NS(=O)(=O)c2ccc(F)cc2)cc1	75	-14	-4	-0.2	2	0	-5	1	-4	-1
COc1ccc(NC(=O)CSc2nnc(-c3cccnc3)n2Cc2ccco2)c(OC)c1	100	10	-2	-2.8	-13	0	7	2	0	-1
COc1ccc(CCNC(=O)C2CCN(C(=O)c3ccc(F)cc3)CC2)cc1	94	-12	0	-0.6	-2	10	-2	1	-2	0
CN(CC(=O)Nc1ccc(F)c(F)c1F)C(=O)c1ccc2c(c1)OCCO2	99	-13	-4	-0.6	1	-1	7	0	0	0
CN(C)S(=O)(=O)c1ccc(C(=O)NCCc2ccco2)cc1	96	-52	-3	-0.8	2	12	3	-6	3	0
CCOc1ccc(NC(=O)Nc2cccn(Cc3ccccc3)c2=O)cc1	97	-16	2	-2.0	-13	-6	8	-2	6	-4
CCCCC(=O)NC(NC(=O)CCCC)c1ccc(OCC(C)C)c(OC)c1	88	-18	-11	0.6	-1	2	-4	0	5	-1
COc1ccc(-c2noc(CN(C)C(=O)c3ccco3)n2)cc1	90	26	-6	1.8	-3	5	13	-2	0	-2
CCOC(=O)N1CCN(S(=O)(=O)c2cccc3nonc23)CC1	87	1	-1	-1.0	6	-3	-3	3	-1	/
COc1ccc(Br)cc1/C=C\C(=O)NCc1cccnc1	103	-10	1	4.8	-5	10	23	-10	-1	-1
O=C(NCCCN1CCOCC1)c1cc(-c2ccco2)nc2ccccc12	93	-11	-6	-1.4	-3	8	1	-4	-8	1
Cc1ccc(C2=NN(CCC#N)C(=O)CO2)cc1	99	8	-3	-0.8	0	0	-1	7	-9	0
Cc1noc(NS(=O)(=O)c2ccc(NC(=O)c3cc(S(=O)(=O)N(C)c4ccccc4)ccc3Cl)cc2)c1C	99	-3	-7	0.4	-3	-9	16	4	1	0
CCC/C(O)=C1\C(=O)CC(c2ccccc2)CC1=NCCc1c(C)[nH]c2ccc(C)cc12 (configuration not stated)	97	3	-7	-1.7	-2	-5	11	-7	-3	-1
Cn1cc(/C=C/C(=O)N2CCCC(C(=O)c3ccc(C(F)(F)F)cc3)C2)cn1 (configuration not stated)	107	11	1	-1.8	-8	-6	-6	-2	-3	1

Reprinted from the part before: 2 compounds, then new ones.
SMILES	ABCB6 inh MLPCN	SRC2 inh	NOD2 RIPK2 PPI	MC4R barr agon	Cardio protect	ABHD5-PLIN5 inh	MC4R antag cAMP	HTR2A ag	TLR9-MyD88 inh	Glyco luc inh
CCC/C(O)=C1\C(=O)CC(c2ccccc2)CC1=NCCc1c(C)[nH]c2ccc(C)cc12 (configuration not stated)	97	3	-7	-1.7	-2	-5	11	-7	-3	-1
Cn1cc(/C=C/C(=O)N2CCCC(C(=O)c3ccc(C(F)(F)F)cc3)C2)cn1 (configuration not stated)	107	11	1	-1.8	-8	-6	-6	-2	-3	1
CCCC(=O)NC(=S)N1CCN(c2ccc([N+](=O)[O-])cc2)CC1	98	13	-10	-0.9	4	2	1	0	-8	-7
Cc1cc(C)c(C(=O)c2ccc(C(=O)N(C(C)C)C(C)C)cc2)c(C)c1	109	12	11	4.5	-11	-1	4	-2	-4	-7
COc1ccc(NC(=O)CN2C(=O)NC3(CCCc4ccccc43)C2=O)c(OC)c1 (configuration not stated)	92	-4	-1	-1.1	-3	-3	8	-1	-15	-1
Cn1nc(Cc2n[nH]c(=S)n2C)c2ccccc2c1=O	93	1	2	0.3	2	0	-9	1	6	-1
CCCCOc1ccc(Cl)cc1CSc1nnc(C)n1N	100	8	-6	-0.9	1	1	4	-8	1	-2
O=C(NCCN1CCC(Cc2ccccc2)CC1)C1CCN(S(=O)(=O)N2CCC3(CC2)OCCO3)CC1	101	10	4	0.2	-1	2	5	-8	0	-2
C[C@H](NC(=O)[C@H](Cc1ccccc1)NC(=O)c1cc2cc(Cl)ccc2n1C)C(=O)O	102	-6	3	-1.9	-1	3	5	5	3	1
CCOC(=O)c1cc([N+](=O)[O-])sc1N	97	-25	-7	-3.5	0	1	-1	-4	-2	0
CCCS(=O)(=O)N1CCCC(C(=O)N2CCN(c3ccccn3)CC2)C1 (configuration not stated)	96	-25	0	0.5	0	5	5	0	2	1
Oc1ccc(/C=N/Nc2ncnc3nc[nH]c23)cc1	92	-32	7	0.4	-3	1	-16	-5	-4	1
O=C(Nc1nnc(C2CC2)s1)c1ccc(S(=O)(=O)c2ccccc2)cc1	104	-8	3	4.0	4	-7	-7	1	-2	2
COc1cc(C2/C(=C(\O)c3ccc4c(c3)OCCO4)C(=O)C(=O)N2Cc2ccco2)ccc1O (configuration not stated)	90	-13	-1	3.0	-1	0	-1	-1	-5	1
COc1ccc(OC)c(Cc2nnc(CCC(=O)N3CCCCCC3)o2)c1	101	-55	-5	-1.6	0	-4	0	-1	-2	1
CC(=O)Nc1ccc(SCCN2CC[C@@H](C)CCC2=O)cc1	101	-2	-2	-0.2	7	-13	10	7	-14	1
O=C(NCC1CCCO1)c1cc2c(=O)[nH]c3ccccc3c2s1 (configuration not stated)	96	-11	-9	-1.2	12	2	4	2	-13	5
CCCCN(C)S(=O)(=O)c1c(C)[nH]c(=O)[nH]c1=O	100	14	-6	0.9	0	3	5	3	-7	1
Nc1cc(C(=O)O)c(N)c2c1C(=O)c1ccccc1C2=O	98	/	4	-3.9	-10	1	5	-10	7	1
Cc1cccc(NC(=O)CCN2C(=O)c3ccccc3S2(=O)=O)c1C	93	/	-15	-0.1	3	7	5	13	21*	-2
COc1ccc(-c2ccc(SCC(=O)Nc3nccs3)nn2)cc1OC	76	-59	9	11*	1	12	3	8	2	0
CN(C)c1cccc(Nc2ccc(-c3ccc(OC(F)(F)F)cc3)cn2)c1	105	-4	2	-0.4	-4	-10	13	-7	/	-3
O=C1CCC[C@@H]2Cc3[nH]c4c(Cl)ccc(Cl)c4c3[C@@H]3CCN1[C@H]23	102	-2	-16	-1.2	1	6	6	4	4	6

Some of the compounds tested; the hit share may differ from the screen's.
